# Assay outcomes (PubChem)
# APE1 inh – APE1 (human) endonuclease inhibition | P27695 | recombinant APE1, TAMRA/BHQ-2 abasic DNA cleavage fluorescence | Potency, µM (highest dose often 65.8 µM), without a hit: at the top dose activity change, negative = inhibition, usual class: inhibitors | 350,000 tested, 0.35% active | AID 2517;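 also: potency is read from the fitted curve at half-maximal effect; plate controls were vehicle for no effect and reference inhibitor for full effect; nearly all actives have a fitted effect of over 55% in size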
#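 Substrate: short duplex with […] THF abasic site, 5'-TAMRA and 3'-BHQ-2, 50 nM final. APE1 at 0.75 nM, preincubated 15 min RT with compound. Fluorescence increase from first to third read measured activity.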
# TRHR agonist – agonists of human TRH receptor | TRHR cells, calcium flux fluo-8, FDSS agonist mode | activation, % at 2 µM | 360,000 tested, 0.18% active; in the data active = activation above about 30%; also: 0% is about no effect
# Target sequence (P34981 whole entry, looked up): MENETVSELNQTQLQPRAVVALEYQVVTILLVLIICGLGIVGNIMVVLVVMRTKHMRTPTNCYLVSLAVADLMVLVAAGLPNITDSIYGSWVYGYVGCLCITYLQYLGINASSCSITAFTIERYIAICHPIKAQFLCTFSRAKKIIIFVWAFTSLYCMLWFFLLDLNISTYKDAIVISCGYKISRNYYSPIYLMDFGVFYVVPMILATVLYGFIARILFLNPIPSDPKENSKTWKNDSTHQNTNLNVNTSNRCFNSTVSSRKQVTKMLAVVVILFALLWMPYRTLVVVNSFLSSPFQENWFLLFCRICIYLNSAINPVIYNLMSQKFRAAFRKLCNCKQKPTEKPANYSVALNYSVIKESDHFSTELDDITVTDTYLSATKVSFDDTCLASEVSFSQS
#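 TRHR-expressing cells loaded with fluo-8 calcium dye; 23 nL library compound pin-transferred, kinetic FDSS fluorescence (Ex 480/Em 530) recorded about 180 s for agonist-induced calcium release, before a 10 nM TRH EC20 addition for potentiator mode.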
# ALOX12 inh – ALOX12 (human) lipoxygenase inhibition | 580,000 tested, 1.1% active | AID 1671190 | purified 12hLO, xylenol orange hydroperoxide absorbance | Potency, µM (doses to about 108 µM), for the others: at the highest dose activity change, negative = inhibition, usual class: inhibitors; also: potency is read from the fitted curve at half-maximal effect; % is scaled to controls: 0 for no effect and ±100 for the full control effect
# Target sequence (P18054 whole entry, looked up): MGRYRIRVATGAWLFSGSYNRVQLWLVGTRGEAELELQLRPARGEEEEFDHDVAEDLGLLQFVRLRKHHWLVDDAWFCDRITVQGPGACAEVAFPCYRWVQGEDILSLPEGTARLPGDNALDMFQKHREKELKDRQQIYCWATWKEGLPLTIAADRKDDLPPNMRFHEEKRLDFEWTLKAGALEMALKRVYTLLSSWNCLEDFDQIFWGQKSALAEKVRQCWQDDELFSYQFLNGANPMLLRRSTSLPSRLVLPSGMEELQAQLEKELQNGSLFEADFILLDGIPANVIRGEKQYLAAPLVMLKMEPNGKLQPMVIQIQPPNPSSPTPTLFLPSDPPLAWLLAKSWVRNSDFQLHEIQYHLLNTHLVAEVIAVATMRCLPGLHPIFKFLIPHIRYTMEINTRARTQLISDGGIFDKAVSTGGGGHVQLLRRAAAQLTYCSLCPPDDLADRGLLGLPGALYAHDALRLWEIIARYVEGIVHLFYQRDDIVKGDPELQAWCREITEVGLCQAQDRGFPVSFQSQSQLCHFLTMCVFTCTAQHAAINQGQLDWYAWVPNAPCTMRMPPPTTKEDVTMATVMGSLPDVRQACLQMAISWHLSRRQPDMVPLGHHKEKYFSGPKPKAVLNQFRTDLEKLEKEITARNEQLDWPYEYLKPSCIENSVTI
#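 Purified human 12hLO at 150 nM in 25 mM Hepes, 0.01% Triton X-100, pH 7.0, preincubated 15 min at room temperature with compound. Reaction started with 40 uM arachidonic acid, 30 min at room temperature. Hydroperoxide measured by Fe-xylenol orange, 573/405 nm absorbance ratio.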
# BLM inh – inhibitors of human Bloom syndrome helicase BLM; P54132; Potency, µM (doses to about 56.1 µM), inactives show top-dose activity change, negative = inhibition, hits mostly inhibitors; 350,000 tested, 0.2% active; recombinant BLM DNA unwinding, fluorescence dequenching; AID 2528;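 also: potency is read from the fitted curve at half-maximal effect; plate controls were vehicle for no effect and no enzyme for full effect; nearly all actives have a fitted effect of over 35% in size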
# POLB inh – DNA polymerase beta (human) inhibition. Pol beta primer extension/strand displacement, fluorescence kinetic. 340,000 tested, 1.3% active. P06746. Potency, µM (series often up to 114 µM), for inactives: at the highest dose activity change, negative = inhibition, hits mostly inhibitors; also: potency is read from the fitted curve at half-maximal effect; % is scaled to controls: 0 for no effect and ±100 for the full control effect
#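 Curves were derived by four-parameter Hill fits of normalized qHTS data. The kinetic fluorescent primer-extension read was taken at 0 and 10 min after 50 nM substrate, following a 15 min room-temperature preincubation of 10 nM enzyme with compounds.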
# POLK inh – inhibitors of human DNA polymerase kappa; Q9UBT6; purified Pol kappa, fluorescent DNA synthesis assay, 10 min; Potency, µM (top dose mostly 107 µM), for the others: top-dose activity, negative = inhibition, most hits filed as inhibitors; 400,000 tested, 0.53% active; AID 588579; also: potency is read from the fitted curve at half-maximal effect; % is scaled to controls: 0 for no effect and ±100 for the full control effect
#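 10 nM Pol kappa preincubated 15 min at room temperature with compounds, then reaction started with substrate at 50 nM final. Fluorescence read kinetically at 0 and 10 min; buffer-only wells served as negative control.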
# POLI inh – DNA polymerase iota (human) inhibition. Q9UNA4. Pol iota fluorescent replication assay, 10 min. Potency, µM (highest dose often 115 µM), without a hit: at the highest dose activity, negative = inhibition, actives largely listed as inhibitors. 390,000 tested, 1% active. AID 588590; also: potency is read from the fitted curve at half-maximal effect
#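 Pol iota at 10 nM preincubated 15 min with compounds at room temperature; reaction started with fluorescent substrate, 50 nM final. Fluorescence read kinetically at 0 and 10 min; buffer-only wells as negative control.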
# Apoferritin bind – binds horse apoferritin like a general anesthetic. P02791. Potency, µM (series often up to 77.5 µM), for inactives: at the top dose activity change, negative = displacement, most hits filed as inhibitors. AID 485281. 350,000 tested, 0.074% active. apoferritin/1-aminoanthracene competitive binding, fluorescence; also: potency is read from the fitted curve at half-maximal effect; % is scaled to controls: 0 for no effect and ±100 for the full control effect; nearly all actives have a fitted effect of over 20% in size
#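 In PBS, apoferritin at 10 uM is loaded with 1-AMA from a 50% saturated solution. After 10 min of compound exposure at ambient temperature, reduced 535 nm fluorescence indicates probe displacement.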
# ERG-DNA inh – ERG Ets/DNA interaction inhibition; P11308; fluorescence polarization, His-ERG Ets domain / labelled DNA; Potency, µM (highest dose often 76.9 µM), for the others: at the highest dose FP activity, negative = inhibition, actives largely listed as inhibitors; 370,000 tested, 0.028% active; AID 624246; active = well fitted inhibition curve with a large enough effect in the polarisation, with a control signal flat; inconclusive = small, poorly fitted or top-dose-only effect, or effect the other way, or a change in a side signal; inactive = no such curve, though single readings can be large or run the other way; the % refers to the polarisation;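 also: polarization taken with two DNA probes labelled with fluorescein and Texas red; potency is read from the fitted curve at half-maximal effect; % of control where 0% means no effect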
#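 His-tagged ERG Ets domain (1 uM in the protein solution; 300mM KCl, 50mM Tris-HCl, 1mM EDTA, 1mM DTT, pH 7.5) received compound, then a probe mix of 5 nM fluorescein-DNA and 100nM Texas-615-DNA. Fluorescence polarization was read for both dyes.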
# * marks the source's active call; other numbers are inactive results; ? = inconclusive; · = not tested or not shown; & = joins results of further samples; [ ] = remark or other dose. Unless noted, calls follow the shape of the dose curve; as a rule, active = well fitted curve in the direction sought with a large enough effect; inconclusive = small, poorly fitted or top-dose-only effect, or another doubt; inactive = no such curve, though single readings can be large; an effect the other way counts as inactive or inconclusive. These rows are one share of the data (hit frequency here may not be typical).
Structure	APE1 inh	TRHR agonist	ALOX12 inh	BLM inh	POLB inh	POLK inh	POLI inh	Apoferritin bind	ERG-DNA inh
CC(C)Oc1cccc(C2CC(=O)Nc3cc4c(cc32)OCO4)c1 (centres undefined)	·	6.4	?	-6%	0%	10%	36%[activator]	-19%	4%
N#CCCN(Cc1ccccc1)C(=O)c1nccnc1C(=O)O	-5%	0.2	-37%	-4%	37%	3%	5%	-3%	-4%
Cc1cccc(Cc2ccc(Cl)nn2)c1	13%	-0.5	-4%	-1%	-14%	9%	91%[activator]	-16%	5%
COc1ccc(CCNC(=O)Cn2ccc3cc(S(=O)(=O)N4CCCC4)ccc32)cc1OC	16%	-0.2	-7%	-1%	94%	2%	9%	2%	1%
C=CCNc1nc(-c2ccc(O)c(C(N)=O)c2)cs1	-11%	-0.9	-119%	-4%	13%	-10%	?	-17%	-11%
CSc1cnc2c(=O)n(C)c(=O)[nH]c2n1	-5%	0.2	-4%	0%	28%	-6%	12%	203%[activator]	·
Cn1cccc1/C=N/n1c(-c2ccco2)n[nH]c1=S	-3%	0.1	-14%	-1%	-1%	-8%[60.1 µM]	22%	-6%	4%
Cc1cccc(C)c1NC(=O)CNC(=O)c1ccccc1	24%	0.7	-23%	-4%	19%	-8%	44%[activator]	-2%	-1%
CCc1nc2ccccc2c(C(=O)OCCN2C(=O)c3ccccc3C2=O)c1C	-4%	-0.2	-11%	-4%	1%	-5%	-5%	?	5%
Cc1ccc(SCC(=O)Nc2ccc(N3CCOCC3)cc2)cc1C	-9%	-0.3	10%	·	·	-11%	5%	·	-2%
Cc1cccn2c(=O)c3cc(C(=O)NCCCN4CCOCC4)n(C)c3nc12	2%	0.0	·	0%	-13%	·	·	-5%	·
COc1ccc(C2CC(c3ccc(OC)cc3)n3nc(NC(=O)c4cccs4)nc3N2)cc1 (centres undefined)	0%	-0.1	-7%	-4%	0%	-6%	-5%	?	5%
COc1cc(C)c(Cl)cc1S(=O)(=O)n1cnc2ccccc21	0%	1.0	18%	-5%	89µM*	-19%	9%	-14%	-7%
Brc1ccc(-c2noc(-c3ccccc3)n2)o1	0%	0.3&0.1	5%&-29%	-5%&-7%	-15%&4%	1%&-23%	15%&-7%	3%&-10%	-5%&-3%
COc1ccc(N2CCN(C(c3ccccc3F)c3sc4nc(-c5ccco5)nn4c3O)CC2)cc1 (centres undefined)	·	-0.4	-29%	-2%	35%[activator]	-8%[60.1 µM]	0%	-14%	-2%
COc1cccc(CNC(=O)C2=C(C)C(=O)OC23CCC(C)CC3)c1 (centres undefined)	14%	-1.1	0%	2%	29%	-5%	-4%	-22%	-4%

# Two compounds from above with just POLK inh and ERG-DNA inh:
structure,POLK inh,ERG-DNA inh
CCc1nc2ccccc2c(C(=O)OCCN2C(=O)c3ccccc3C2=O)c1C,-5%,5%
Cc1ccc(SCC(=O)Nc2ccc(N3CCOCC3)cc2)cc1C,-11%,-2%

# Continued:
Structure	APE1 inh	TRHR agonist	ALOX12 inh	BLM inh	POLB inh	POLK inh	POLI inh	Apoferritin bind	ERG-DNA inh
c1cnc(Nc2nc(-c3ccc4ccccc4c3)cs2)nc1	-1%	0.9	15%	-2%	0%	-4%	-6%	-8%	·
O=C(CSc1nc2ccccc2s1)N1CCCCC1	-1%	-0.9	7%	-2%	-14%	-2%[60.1 µM]	49%[activator]	?	·
COc1ccccc1NC(=O)CN(C)S(=O)(=O)c1ccc(F)cc1	30%	-1.3	0%	-1%	-12%	-4%	10%	1%	0%
CCN(CC)c1ccc(/C=N/NC(=O)CN2CCCc3ccccc32)cc1	-10%	-1.8	6%	-7%	-10%	-8%	47%[activator]	246%[activator]	-2%
CCn1c(=O)c2sccc2n(Cc2cc(C(=O)OC)ccc2OC)c1=O	17%	-0.6	-18%	-3%	41%	-4%	-19%	-2%	-5%
CC1CCN(C(=O)CCc2nnc(-c3ccccc3)o2)CC1	2%	-0.3	22%	-2%	20%	10%	29%	-8%	-12%
O=C(/C=C/c1cc([N+](=O)[O-])ccc1OC(F)F)Nc1cccc2ccccc12	9%	0.4	-20%	3%	1%	-17%	13%	-9%	-6%
O=C(CSc1nnc(-c2ccc(Cl)cc2)o1)NNC(=O)c1ccncc1	1%	0.1	-3%	·	·	15%	-5%	·	-5%
O=C(c1ccc(Cl)c(Cl)c1)N1CCC(=O)N(C(COCc2ccc(Cl)cc2)Cc2ccccc2)CC1 (centres undefined)	-6%	1.0	?	-10%	29%	-6%	6%	-9%	-6%
CCN(CC)c1c([N+](=O)[O-])c(=O)oc2ccccc12	6%	0.3	3%	-5%	0%	-7%	130%[activator]	-7%	7%
CCNc1ccc(-c2nc(-c3ccco3)no2)cc1[N+](=O)[O-]	·	0.2	-18%	-3%	-2%	-2%	-13%	0%	0%
CCN(C(=O)c1cc(S(=O)(=O)N2CCCC2)ccc1C)C1CCS(=O)(=O)C1 (centres undefined)	13%	0.0	18%	·	·	-7%	23%	·	-3%
CCOC(=O)c1c(-c2ccccc2)oc2ccc(OCc3ccc(C)cc3)cc12	·	-0.9	-12%	-6%	1%	3%	-19%	-15%	-5%
O=C(O)c1cnnc2ccccc12	·	·	-20%	·	·	0%	70%[activator]	·	-2%
Cc1ccc2oc(C(=O)Nc3c(C(=O)Nc4cccc(Cl)c4)oc4ccccc34)cc(=O)c2c1	·	0.7	-4%	-7%	10%	-10%	-8%	5%	1%
CC(=O)N1c2ccccc2C(=O)C1N1CCN(c2ccc(F)cc2)CC1 (centres undefined)	·	0.0	-27%	-3%	7%	-7%	34%[activator]	-17%	-3%
O=C(c1ccc(N2CCCC2)c([N+](=O)[O-])c1)N1CCN(c2ccccn2)CC1	-1%	-0.2	6%	1%	-1%	-14%	41%[activator]	-24%	10%
O=C1C=C(NNC(=O)c2ccncc2)CC(c2ccccc2)C1 (centres undefined)	8%	18	3%	-2%	2%	-4%	26%	-2%	13%
CN(C(=O)COC(=O)c1cccs1)c1c(N)n(Cc2ccccc2)c(=O)[nH]c1=O	15%	0.6	-4%	·	·	-6%	20%	·	-7%
COc1ccc(NC(=O)Cc2nnc(SCC(=O)NC3CCCCC3C)n2C)cc1 (centres undefined)	-19%	-0.2	-30%	-4%	5%	?	155%[activator]	-10%	0%
O=C(CN1C(=O)COc2ccc(S(=O)(=O)N3CCOCC3)cc21)NCc1ccco1	1%	-0.2	3%	-1%	-20%	5%	-19%	-5%	-7%
COc1ccc(CN2CCOCC2)cc1	4%	0.2	4%	-1%	10%	0%	2%	-2%	-6%
COc1ccccc1N1CCN(S(=O)(=O)CCNC(=O)c2cccc(F)c2)CC1	1%	-0.2	13%	·	·	-7%	17%	·	?
CC(=O)Nc1nc(-c2ccccc2)ns1	4%	-1.4	-29%	6%	7%	-21%	10%	0%	-7%
O=C(N/N=C/c1ccccc1F)NC12CC3CC(CC(C3)C1)C2	7%	0.5	0%	0%	15%	-16%	35%[activator]	-16%	-13%
CC(C)(CNc1ccc(S(=O)(=O)C(F)(F)F)cc1[N+](=O)[O-])N1CCOCC1	23%	0.9	468%[activator]	-11%	2%	-14%	27%	-12%	-9%
COc1ccccc1CNc1nc(=S)[nH]c2cc(OC)c(OC)cc12	-12%	-0.3	0%	-7%	-5%	-9%	42%[activator]	3%	32%[activator]
O=C(c1ccccc1Oc1nnnn1-c1ccccc1)N1CCOCC1	3%	0.1	17%	0%	-1%	-13%	-6%	0%	3%
CC(C)OCCCNC(=O)CN1C(=O)c2cccnc2Sc2ccccc21	·	1.3	3%	0%	21%	0%	-1%	-10%	-1%
COc1cc2c(cc1NC(=O)CSc1nccn1C)oc1ccccc12	6%	0.2	5%	-8%	19%	5%	15%	2%	-17%
CC(Oc1ccccc1)C(=O)Nc1ccc(C(=O)OCc2cc(=O)n3nc(C4CC4)sc3n2)cc1 (centres undefined)	·	0.4	-2%	-4%	3%	-13%[60.1 µM]	4%	-7%	-6%
O=C1c2ccccc2C(=O)N1CCOc1ccccc1Cl	4%	2.0	4%	-11%	23%	1%	-13%	-12%	1%
CC(CN1CCC(n2nccc2NC(=O)c2ccccc2Cl)CC1)c1ccccc1 (centres undefined)	16%	1.8	0%	-3%	29%	-5%	19%	-13%	-13%
Cc1ccc(C)c(C2NC(=O)c3ccccc3N2)c1 (centres undefined)	-4%	-0.4	6%	-5%	9%	-3%	-20%	10%	4%
CC1Cc2nc(SCC(=O)Nc3ccc4c(c3)OCO4)n(CCc3ccccc3)c(=O)c2S1 (centres undefined)	4%	-0.3	-11%	-13%	3%	-12%	-4%	-2%	6%
CCc1ccccc1N1C(=O)N(Cc2cccc(Cl)c2)c2ccccc2S1(=O)=O	·	-0.1	-16%	-7%	-20%	1%[60.1 µM]	7%	-11%	-7%
CC(C)(C)NCCC(O)c1cc(C(F)(F)F)nc2c(C(F)(F)F)cccc12 (centres undefined)	·	·	?	·	·	-5%	-6%	·	10%
CC(C)CCC1(CCO)C(=O)N=C(N)NC1=O (centres undefined)	·	·	-24%	·	·	-3%	88%[activator]	·	6%
O=C(COC(=O)C1CCN(S(=O)(=O)c2cccs2)CC1)c1cc2ccccc2o1	-5%	0.7	-12%	-17%	?	-9%	5%	-9%	1%
CCC(C)(C(=O)NC1CCCC1)N(Cc1ccco1)C(=O)c1ccccn1 (centres undefined)	2%	-0.5	0%	1%	65%	3%	5%	-8%	0%
